Screens (PubChem)
D2 PAM = D2 dopamine receptor (human) potentiation; P14416; HEK293 T-REx D2, calcium flux, EC20 dopamine potentiation; potentiation, % at 10 µM; 340,000 tested, 0.34% active; AID 485347;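 active = potentiation over 3 SD above the plate norm, cut at about 30% in these data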; also: 0% is about no effect
Target sequence (P14416 whole entry, looked up): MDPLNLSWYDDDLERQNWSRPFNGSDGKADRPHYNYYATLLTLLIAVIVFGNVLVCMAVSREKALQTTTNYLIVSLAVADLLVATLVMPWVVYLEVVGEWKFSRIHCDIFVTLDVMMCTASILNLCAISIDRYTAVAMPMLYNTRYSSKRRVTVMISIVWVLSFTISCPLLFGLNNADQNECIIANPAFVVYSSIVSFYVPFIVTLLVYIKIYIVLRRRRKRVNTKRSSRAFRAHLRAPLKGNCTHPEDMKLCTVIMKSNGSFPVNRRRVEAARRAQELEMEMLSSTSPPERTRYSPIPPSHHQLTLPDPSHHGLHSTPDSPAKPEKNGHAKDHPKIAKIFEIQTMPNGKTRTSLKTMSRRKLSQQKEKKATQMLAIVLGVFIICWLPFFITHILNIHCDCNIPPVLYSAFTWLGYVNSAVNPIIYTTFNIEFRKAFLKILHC
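Cells plated with tetracycline inducer and held overnight at 30 C; calcium dye loaded 30–90 min at room temperature; baseline taken, compound added and read 180 s; EC20 dopamine then added and read 180 s.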
RXFP1 agonist = RXFP1 (human) receptor agonism. Q9HBX9. HEK293T-RXFP1 cAMP TR-FRET, 30 min; response scale: percent of porcine relaxin response, buffer zero. Potency, µM (titrated, usually from 57.5 µM), inactives show top-dose activation, usual class: activators. 370,000 tested, 0.3% active; also: potency is read from the fitted curve at half-maximal effect; % is scaled to controls: 0 for no effect and ±100 for the full control effect; nearly all actives have a fitted effect of over 60% in size; many of its hits are not listed in these tables
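cAMP rise read by TR-FRET after 30 min, 37C compound exposure (up to 58 uM) in RXFP1-transfected HEK293 cells with Ro 20174 present. EC50 from Hill-equation fits, with 29 nM porcine relaxin as 100% and buffer as basal.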
D1 PAM = human D1 dopamine receptor positive modulation | P21728 | HEK293 TREx D1 cells, calcium flux, dopamine EC20 potentiation | potentiation, % at 10 µM | 360,000 tested, 0.036% active | AID 504651; in the data active = potentiation above about 30%; also: 0% is about no effect
RXFP1 antag = antagonists of human relaxin receptor RXFP1; Q9HBX9; HEK293-RXFP1, relaxin-stimulated cAMP HTRF, 30 min; stronger effect = lower value; activity change, negative = inhibition, % at 57.5 µM; 350,000 tested, 0.59% active; AID 1259400;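 active = activity change of -60% or lower, but not beyond a set lower limit; inconclusive = change between -60% and -40%, or beyond the set limit; inactive = change above -40%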; also: % is scaled to controls: 0 for no effect and ±100 for the full control effect
TRHR PAM = allosteric enhancers of human TRH receptor | P34981 | TRHR cells, fluo-8 calcium fluorescence, EC20 TRH enhancement | enhancement, % at 2 µM | 360,000 tested, 0.66% active; in the data active = enhancement above about 30%; also: 0% is about no effect
Target sequence (P34981 whole entry, looked up): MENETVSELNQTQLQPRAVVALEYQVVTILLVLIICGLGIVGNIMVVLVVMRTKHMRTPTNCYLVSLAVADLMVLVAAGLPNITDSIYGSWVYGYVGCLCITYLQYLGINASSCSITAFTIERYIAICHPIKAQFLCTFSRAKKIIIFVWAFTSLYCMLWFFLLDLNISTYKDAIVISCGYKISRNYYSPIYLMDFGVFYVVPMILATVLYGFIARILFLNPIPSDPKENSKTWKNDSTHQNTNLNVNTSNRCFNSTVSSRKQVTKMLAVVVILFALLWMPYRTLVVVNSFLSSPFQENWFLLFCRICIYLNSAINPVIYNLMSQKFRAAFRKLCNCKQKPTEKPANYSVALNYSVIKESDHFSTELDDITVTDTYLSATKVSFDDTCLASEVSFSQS
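Enhancer read-out: after compound pinning and an initial kinetic agonist-mode read, an EC20 of TRH (10 nM final) was injected and fluo-8 calcium signal (Ex 480/Em 530) followed at 1 s/cycle for 100 cycles in TRHR-expressing cells.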
Anesthetic bind = binds horse apoferritin like a general anesthetic. P02791. Potency, µM (titrated, usually from 77.5 µM), inactives show top-dose activity change, negative = displacement, actives largely listed as inhibitors. 350,000 tested, 0.074% active. apoferritin/1-aminoanthracene competitive binding, fluorescence. AID 485281; also: potency is read from the fitted curve at half-maximal effect; % is scaled to controls: 0 for no effect and ±100 for the full control effect; nearly all actives have a fitted effect of over 20% in size
Target sequence (P02791 2-175 limits assumed): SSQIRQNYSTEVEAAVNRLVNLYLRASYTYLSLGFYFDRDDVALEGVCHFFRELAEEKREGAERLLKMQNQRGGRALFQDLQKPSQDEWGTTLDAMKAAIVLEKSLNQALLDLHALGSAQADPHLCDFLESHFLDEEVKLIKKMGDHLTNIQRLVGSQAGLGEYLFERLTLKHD
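Read-out: endpoint 1-AMA fluorescence, excitation 380 nm and emission 535 nm, after compounds sit 10 min at room temperature with 10 uM horse-spleen apoferritin in 50% saturated 1-AMA/PBS. Values come from four-parameter Hill fits.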
TRHR agonist = agonists of human TRH receptor; TRHR cells, calcium flux fluo-8, FDSS agonist mode; activation, % at 2 µM; 360,000 tested, 0.18% active; AID 493084; in the data active = activation above about 30%; also: 0% is about no effect
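TRHR-expressing cells, plated overnight in medium with 10% serum, were loaded with fluo-8 calcium dye at room temperature. After a 10 s baseline, library compound was pin-added and calcium release was recorded kinetically (ex 480/em 530) as agonist response.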
D1 antag = antagonists of human D1 dopamine receptor; P21728; HEK293 TREx D1 cells, calcium flux, dopamine EC80; stronger effect = lower value; activity change, negative = inhibition, % at 10 µM; 360,000 tested, 3.2% active; in the data active = activity change below about -30%; also: % is scaled to controls: 0 for no effect and ±100 for the full control effect
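Tetracycline-induced HEK293 Trex D1 cells, force-coupled to calcium, dye-loaded; compounds added and read 180 s, then EC80 dopamine added and calcium flux tracked kinetically another 180 s.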
D1 agonist = human D1 receptor agonism | P21728 | HEK293 T-REx D1 cells, calcium flux, agonist mode | activation, % at 2 µM | 360,000 tested, 1% active; in the data active = activation above about 30%; also: 0% is about no effect
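Agonism was scored from calcium flux recorded over 180 s (1 read/s) after pintool compound addition, following a 10-cycle baseline. Cells were inducible force-coupled HEK293 TREx D1, plated overnight at 30 C and loaded with no-wash calcium dye.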
* marks the source's active call; other numbers are inactive results. Unless noted, calls follow the shape of the dose curve; as a rule, active = well fitted curve in the direction sought with a large enough effect; inconclusive = small, poorly fitted or top-dose-only effect, or another doubt; inactive = no such curve, though single readings can be large; an effect the other way counts as inactive or inconclusive. Not all compounds are listed; count on the stated rates, not on these rows.

How did COCCCN(Cc1cccs1)S(=O)(=O)c1csc(C(N)=O)c1 do in these assays?
D2 PAM: 9; RXFP1 agonist: 0.4%; D1 PAM: -1; RXFP1 antag: 11; TRHR PAM: 2; Anesthetic bind: -5%; TRHR agonist: -0.3; D1 antag: -8; D1 agonist: 2

How did Cc1cc(C(=O)Cn2cnc3ccccc3c2=O)c(C)n1C1CC1 do in these assays?
D2 PAM: -7; RXFP1 agonist: -1.2%; D1 PAM: -4; RXFP1 antag: inconclusive; TRHR PAM: 0; TRHR agonist: 0.1; D1 antag: 29; D1 agonist: 0

How did COc1ccc(CCNS(=O)(=O)c2ccc(S(=O)(=O)N3CCCC3)cc2)cc1OC do in these assays?
D2 PAM: 0; RXFP1 agonist: 2.1%; D1 PAM: -8; RXFP1 antag: -21; TRHR PAM: 4; Anesthetic bind: -23%; TRHR agonist: 0.3; D1 antag: 1; D1 agonist: 3

What do the screens show for `O=S(=O)(c1ccc(C2CCCCC2)cc1)N1CCN(c2ccc(Cl)c(Cl)c2)CC1`?
D2 PAM: -6; RXFP1 agonist: 0.4%; D1 PAM: -3; TRHR PAM: 0; Anesthetic bind: -5%; TRHR agonist: 0.7; D1 antag: 15; D1 agonist: 0

What do the screens show for `COC(=O)C1=C(C)N(C(C)c2ccccc2)C(=O)/C1=C\c1ccco1` (configuration not stated)?
D2 PAM: 10; RXFP1 agonist: 0.2%; D1 PAM: -2; RXFP1 antag: -13; TRHR PAM: 13; Anesthetic bind: -22%; TRHR agonist: -0.8; D1 antag: 27; D1 agonist: 0

Results for COc1ccc(N2CCN(Cc3cc(=O)oc4cc5c(cc34)CCCC5)CC2)cc1 ?
D2 PAM: 7; RXFP1 agonist: 1.9%; D1 PAM: -6; RXFP1 antag: -1; TRHR PAM: 5; Anesthetic bind: -10%; TRHR agonist: -0.2; D1 antag: 0; D1 agonist: 0

Results for CCc1c(O)nc(SCC(=O)N2CCCCC2)n(-c2ccccc2C)c1=O ?
D2 PAM: 8; RXFP1 agonist: 2.9%; D1 PAM: 0; RXFP1 antag: -1; TRHR PAM: -2; Anesthetic bind: -10%; TRHR agonist: 0.3; D1 antag: 44; D1 agonist: 3

Results for COc1ccccc1N1CCN(C(=O)COc2ccc(Cl)cc2)CC1 ?
D2 PAM: 6; RXFP1 agonist: 1.9%; D1 PAM: -3; RXFP1 antag: 3; TRHR PAM: -1; Anesthetic bind: -18%; TRHR agonist: -0.5; D1 antag: 3; D1 agonist: 4

What do the screens show for `Cc1ccc(C2C(=O)N(C3CCCC3)CC(=O)N2C2CCCCC2)cc1` (configuration not stated)?
D2 PAM: 14; RXFP1 agonist: -0.5%; D1 PAM: -3; RXFP1 antag: -1; TRHR PAM: -12; Anesthetic bind: inconclusive; TRHR agonist: -1.1; D1 antag: 2; D1 agonist: 0

What do the screens show for `COc1ccc(Br)cc1CN(C)CC(=O)Nc1c(Cl)cccc1Cl`?
D2 PAM: -5; RXFP1 agonist: 2.8%; D1 PAM: -6; RXFP1 antag: -37; TRHR PAM: 26; Anesthetic bind: -2%; TRHR agonist: -1.5; D1 antag: -7; D1 agonist: 9

Results for O=c1cc(C(F)(F)F)[nH]c(=O)n1C1CCCCC1 ?
D2 PAM: 0; RXFP1 agonist: -3.1%; D1 PAM: -3; RXFP1 antag: -13; TRHR PAM: 10; Anesthetic bind: -6%; TRHR agonist: -2.4; D1 antag: 11; D1 agonist: 3

Results for O=C(CN(Cc1ccccc1Cl)C(=O)CCC(=O)Nc1nccs1)NCC1CCCO1 (configuration not stated) ?
D2 PAM: -4; RXFP1 agonist: -1.8%; D1 PAM: -4; RXFP1 antag: 0; TRHR PAM: 4; Anesthetic bind: 6%; TRHR agonist: 0.5; D1 antag: 5; D1 agonist: 0

What do the screens show for `Cn1c(N)c(S(=O)(=O)N2CCN(c3ccccc3)CC2)c(=O)n(C)c1=O`?
D2 PAM: -2; RXFP1 agonist: -1.5%; D1 PAM: 4; RXFP1 antag: -2; TRHR PAM: -5; Anesthetic bind: 0%; TRHR agonist: 0.5; D1 antag: 3; D1 agonist: -1

What do the screens show for `N#C/C(=C\c1c(N2CCC(C(N)=O)CC2)nc2ccccn2c1=O)C(=O)NC1CCCCC1`?
D2 PAM: 7; RXFP1 agonist: inconclusive; D1 PAM: -1; RXFP1 antag: 12; TRHR PAM: 1; Anesthetic bind: -23%; TRHR agonist: 0.8; D1 antag: 5; D1 agonist: 3

How did CN1C(=O)c2ccccc2Sc2ccc(NC(=O)NCc3ccc(Cl)cc3)cc21 do in these assays?
RXFP1 agonist: -0.1%; D1 PAM: -2; RXFP1 antag: -31; TRHR PAM: 3; Anesthetic bind: -9%; TRHR agonist: 0.2; D1 antag: 2; D1 agonist: -1

How did Cc1ccc(C(=O)C[n+]2cc(Br)cc(Br)c2)cc1 do in these assays?
RXFP1 agonist: 3.2%; D1 PAM: -5; RXFP1 antag: -16; TRHR PAM: 2; Anesthetic bind: -6%; TRHR agonist: 1.0; D1 antag: 1; D1 agonist: 2

How did COc1ccccc1CCN1CCCC(CN(C)CC(C)(C)CO)C1 (configuration not stated) do in these assays?
D2 PAM: -6; RXFP1 agonist: 0.9%; D1 PAM: -2; RXFP1 antag: 8; TRHR PAM: 24; Anesthetic bind: -6%; TRHR agonist: 24; D1 antag: 22; D1 agonist: 1

Results for COCCOCC(=O)Nc1ccc(S(=O)(=O)Nc2cc(C)nc(C)n2)cc1 ?
D2 PAM: -4; RXFP1 agonist: 1.2%; D1 PAM: -3; RXFP1 antag: -7; TRHR PAM: -1; Anesthetic bind: -8%; TRHR agonist: 0.2; D1 antag: -26; D1 agonist: 4

How did CC(NC(=O)Cc1cccc(C(F)(F)F)c1)c1ccc(F)cc1 (configuration not stated) do in these assays?
D2 PAM: 3; RXFP1 agonist: -0.1%; D1 PAM: -1; RXFP1 antag: -7; TRHR PAM: 12; Anesthetic bind: -21%; TRHR agonist: 0.1; D1 antag: -11; D1 agonist: 4

How did O=C(O)c1cccc2c1C(=O)c1ccc(-c3ccc(F)cc3OCc3ccccc3)cc1S2(=O)=O do in these assays?
D2 PAM: 12; RXFP1 agonist: 2.3%; D1 PAM: -4; TRHR PAM: 1; TRHR agonist: -0.7; D1 agonist: 2

How did c1ccc(Nc2nc(N3CCCC3)nc(N3CCCC3)n2)cc1 do in these assays?
D2 PAM: 1; RXFP1 agonist: 0.5%; D1 PAM: -2; RXFP1 antag: -9; TRHR PAM: 1; Anesthetic bind: 5%; TRHR agonist: -0.1; D1 antag: 6; D1 agonist: 0

How did Cc1ccccc1C(=O)NCCn1cc(SCC(=O)NCC2CCCO2)c2ccccc21 (configuration not stated) do in these assays?
D2 PAM: -4; RXFP1 agonist: -2.8%; D1 PAM: -2; RXFP1 antag: -4; TRHR PAM: -5; Anesthetic bind: -5%; TRHR agonist: -0.6; D1 antag: -18; D1 agonist: 2

Results for CCOc1ccc(C(=O)N2CCN(Cc3ccccc3)CC2)cc1OCC ?
D2 PAM: 8; RXFP1 agonist: 0.3%; D1 PAM: -5; RXFP1 antag: 3; TRHR PAM: -1; Anesthetic bind: -6%; TRHR agonist: -0.3; D1 antag: 0; D1 agonist: -1

Results for CCOc1ccc(-n2c(=O)c3c(C)c(C(=O)N(C)C)sc3n(Cc3cc(C)ccc3C)c2=O)cc1 ?
D2 PAM: 14; RXFP1 agonist: 2.4%; D1 PAM: -1; RXFP1 antag: 4; TRHR PAM: -3; Anesthetic bind: 7%; TRHR agonist: -0.2; D1 antag: 18; D1 agonist: 0

Quoted at random: 5 compounds from above
How did COCCCN(Cc1cccs1)S(=O)(=O)c1csc(C(N)=O)c1 do in these assays?
D2 PAM: 9; RXFP1 agonist: 0.4%; D1 PAM: -1; RXFP1 antag: 11; TRHR PAM: 2; Anesthetic bind: -5%; TRHR agonist: -0.3; D1 antag: -8; D1 agonist: 2

What do the screens show for `Cc1ccc(C2C(=O)N(C3CCCC3)CC(=O)N2C2CCCCC2)cc1` (configuration not stated)?
D2 PAM: 14; RXFP1 agonist: -0.5%; D1 PAM: -3; RXFP1 antag: -1; TRHR PAM: -12; Anesthetic bind: inconclusive; TRHR agonist: -1.1; D1 antag: 2; D1 agonist: 0

How did c1ccc(Nc2nc(N3CCCC3)nc(N3CCCC3)n2)cc1 do in these assays?
D2 PAM: 1; RXFP1 agonist: 0.5%; D1 PAM: -2; RXFP1 antag: -9; TRHR PAM: 1; Anesthetic bind: 5%; TRHR agonist: -0.1; D1 antag: 6; D1 agonist: 0

Results for CCc1c(O)nc(SCC(=O)N2CCCCC2)n(-c2ccccc2C)c1=O ?
D2 PAM: 8; RXFP1 agonist: 2.9%; D1 PAM: 0; RXFP1 antag: -1; TRHR PAM: -2; Anesthetic bind: -10%; TRHR agonist: 0.3; D1 antag: 44; D1 agonist: 3

Results for O=c1cc(C(F)(F)F)[nH]c(=O)n1C1CCCCC1 ?
D2 PAM: 0; RXFP1 agonist: -3.1%; D1 PAM: -3; RXFP1 antag: -13; TRHR PAM: 10; Anesthetic bind: -6%; TRHR agonist: -2.4; D1 antag: 11; D1 agonist: 3

Going on with the list:
Results for CN(C)c1ccc(CN(Cc2ccco2)C(=O)c2ccc(F)cc2)cc1 ?
D2 PAM: -5; RXFP1 agonist: -0.2%; D1 PAM: -1; RXFP1 antag: -8; TRHR PAM: 8; Anesthetic bind: -7%; TRHR agonist: 1.7; D1 antag: -12; D1 agonist: 2

Results for O=C(Nc1cccc2ncccc12)c1ccc2c(c1)OCCO2 ?
D2 PAM: -8; RXFP1 agonist: 0.6%; D1 PAM: -8; RXFP1 antag: -24; TRHR PAM: 1; Anesthetic bind: -13%; TRHR agonist: -0.4; D1 antag: -10; D1 agonist: 1

What do the screens show for `Cc1ccc(NC(=O)COC(=O)/C=C/c2ccccc2)cc1S(=O)(=O)N1CCOCC1`?
D2 PAM: 16; RXFP1 agonist: -0.8%; D1 PAM: -4; RXFP1 antag: -17; TRHR PAM: -2; Anesthetic bind: inconclusive; TRHR agonist: 0.1; D1 antag: 0; D1 agonist: 4

What do the screens show for `CCC(C)c1ccccc1N1CC(C(=O)N2CCN(S(=O)(=O)c3cccc([N+](=O)[O-])c3)CC2)CC1=O` (configuration not stated)?
D2 PAM: -8; RXFP1 agonist: -0.7%; D1 PAM: 0; RXFP1 antag: -16; TRHR PAM: -14; TRHR agonist: -0.4; D1 antag: -21; D1 agonist: 2
